Assay outcomes as filed in PubChem BioAssay.
TCR activator: activators of T cell receptors. primary human leukocytes, anti-CD3, IL-2 HTRF, 48 h. 330,000 tested, under 10 active. Potency, µM (series often up to 9.22 µM), inactives show at the highest dose activation of IL-2 secretion, actives largely listed as activators; note: % of control where 0% means no effect
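Human primary leukocytes + a-CD3 beads + cpd, 48 hr; IL-2 in supernatant by HTRF (ex 320nm / em 665nm). No co-stimulatory signal supplied.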
Chronic BCR inh: blocks chronic active B-cell receptor signaling; Potency, µM (titrated, usually from 46.1 µM), for inactives: top-dose ratio change, negative = lower green/red ratio, most hits filed as inhibitors; 0.05% of 340,000 active; ABC-DLBCL IkBa-CBG/CBR reporter, luminescence ratio, 4 h; active = well fitted inhibition curve with a large enough effect in the signal ratio, with a control signal flat, not every such curve was filed as active; inconclusive = small, poorly fitted or top-dose-only effect, or effect the other way, or a change in a side signal; the % refers to the signal ratio;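 note: potency is the fitted concentration of half-maximal effect; plate controls were basal doxycycline-induced cells for no effect and cells given 10 µM MG132 for full effect; MG132 reads +100%, hits lower the ratio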
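Doxycycline induced both beetle luciferases in TMD8 lymphoma cells; IKK-driven degradation limits the IkappaBalpha-fused green signal, while red luminescence normalises for cell number and nonspecific effects. Compounds tested up to 46 uM, 4 hrs.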
Eya2 phos inh: inhibitors of human Eya2 phosphatase activity. Potency, µM (series often up to 76.9 µM), without a hit: top-dose activity, negative = inhibition, usual class: inhibitors. recombinant Eya2, OMFP fluorescence dephosphorylation (OMFP is methylfluorescein phosphate). 0.006% of 330,000 active. AID 488837; note: potency is the fitted concentration of half-maximal effect; % is set by controls: 0 for no effect and ±100 for the full control effect
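Eya2 protein (added as 0.2 uM solution) was preincubated with compound for 10 min at ambient temperature in 50 mM HEPES pH 7.5, 50 mM NaCl, 5 uM MgCl2, 0.05% BSA, 1 mM DTT. OMFP (added at 50 uM) then reacted 10 min; fluorescence read at 485/525 nm.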
ELG1 repair inh: blocks ELG1-dependent DNA repair in HEK293T cells. HEK293T ELG1-luciferase reporter, luminescence, 16 h; DNA damage induced by 5-fluorouridine. Potency, µM (titrated, usually from 46.1 µM), inactives show at the highest dose activity change, negative = inhibition, most hits filed as inhibitors. 2.3% of 330,000 active; note: potency is the fitted concentration of half-maximal effect; % is set by controls: 0 for no effect and ±100 for the full control effect; nearly all actives have a fitted effect of over 55% in size
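Quantitative HTS, concentration-response format. 2,000 cells/well co-treated with 5-fluorouridine and compound, 16 hr in 5% CO2 at 37 °C; ONE-Glo luminescence read after 30 min.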
TSHR antag: antagonists of human thyroid stimulating hormone receptor; P16473; TSHR-expressing cells, TSH-stimulated cAMP HTRF, 2 h; active compounds read low; activity change, negative = inhibition, % at 11.5 µM; 0.2% of 330,000 active; AID 504810;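 active = activity change below a set negative limit, meaning inhibition stronger than a set level, cut at about -70% in these data; inconclusive = activity change between two set negative limits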; note: % is set by controls: 0 for no effect and ±100 for the full control effect
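Antagonism was scored as loss of TSH-driven cAMP in TSHR cells, stimulated with 4nM TSH (EC80) for 2 hours at 37 deg C and detected by homogeneous HTRF competition immunoassay.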
USP2a block: USP2a (human) protease inhibition; O75604; USP2 core, Ub-CHOP2 coupled fluorogenic reporter, 485/531; Potency, µM (series often up to 38.3 µM), inactives show top-dose activity change, negative = inhibition, most hits filed as inhibitors; 0.01% of 330,000 active; AID 463254;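 note: potency is the fitted concentration of half-maximal effect; plate controls were DMSO wells for no effect and full inhibition by NEM control for full effect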
Target sequence (O75604 whole entry, looked up): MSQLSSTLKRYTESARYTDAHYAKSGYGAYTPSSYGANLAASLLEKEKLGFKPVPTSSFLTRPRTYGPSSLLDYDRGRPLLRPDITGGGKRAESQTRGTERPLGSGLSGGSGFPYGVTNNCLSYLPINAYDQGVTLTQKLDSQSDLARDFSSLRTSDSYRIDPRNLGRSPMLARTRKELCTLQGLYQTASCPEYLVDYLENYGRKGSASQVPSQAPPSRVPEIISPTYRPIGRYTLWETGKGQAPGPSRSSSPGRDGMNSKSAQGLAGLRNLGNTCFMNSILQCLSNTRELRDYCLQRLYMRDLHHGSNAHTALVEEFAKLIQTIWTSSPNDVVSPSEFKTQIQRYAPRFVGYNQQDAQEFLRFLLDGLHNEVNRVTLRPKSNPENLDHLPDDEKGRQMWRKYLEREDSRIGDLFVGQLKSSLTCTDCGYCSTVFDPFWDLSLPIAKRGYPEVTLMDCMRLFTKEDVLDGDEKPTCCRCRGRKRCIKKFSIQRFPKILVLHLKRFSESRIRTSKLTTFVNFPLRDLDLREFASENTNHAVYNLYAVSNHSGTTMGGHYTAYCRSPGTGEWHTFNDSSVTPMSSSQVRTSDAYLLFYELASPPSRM
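Cell-free coupled assay: 10nM USP2 core preincubated 30min RT with compound in Tris-HCl pH 8.0/CaCl2/CHAPS buffer, then 25nM Ub-CHOP2 and 25nM reporter substrate; fluorescence (Ex 485/Em 531) read after 60min RT, normalized to NEM inhibition, concentration-response curves fitted.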
B2AR arrestin: beta2AR (human) beta-arrestin recruitment activity. P07550. beta-arrestin recruitment to beta2AR, cell-based reporter. Potency, µM (titrated, usually from 46.1 µM), without a hit: at the highest dose activation, usual class: activators. 0.02% of 330,000 active. AID 492947;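 note: potency is the fitted concentration of half-maximal effect; 0% = DMSO controls and full agonism = EC100 isoproterenol or metaproterenol; nearly all actives have a fitted effect of over 65% in size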
PTAP TSG101 blk: blocks PTAP/TSG101 interaction to inhibit HIV-1 budding; Fluorescence polarization, FITC-PTAP peptide / Tsg101 binding; Potency, µM (titrated, usually from 115 µM), for the others: at the top dose activity change, negative = inhibition, most hits filed as inhibitors; 340,000 tested, under 10 active; AID 493005; active = well fitted inhibition curve with a large enough effect in the main read-out, with a control signal flat, not every such curve was filed as active; inconclusive = small, poorly fitted or top-dose-only effect, or effect the other way, or a change in a side signal; inactive = no such curve, though single readings can be large or run the other way; note: potency is the fitted concentration of half-maximal effect; % of control where 0% means no effect
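Tsg101 binding domain (10 uM final) was mixed with compound and a FITC-labeled PTAP peptide (50 nM final) in HEPES pH 7.5 buffer with NaCl, Tween 20, EDTA and TCEP; fluorescence polarization was read after 20 min at r.t.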
Mito fusion yeast: mitochondrial division inhibition or fusion activation; S. cerevisiae fusion-defective mutant growth rescue, CellTiterGlo 48 h; Potency, µM (highest dose often 46.1 µM), for the others: at the top dose growth rescue (activation), most hits filed as activators; 0.23% of 320,000 active; AID 485298;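 note: potency is the fitted concentration of half-maximal effect; % of control where 0% means no effect; nearly all actives have a fitted effect of over 45% in size; temperature-sensitive fusion mutants such as fzo1-1 at 37 °C on non-fermentable ethanol glycerol medium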
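Read-out: ATP-based luminescence (CellTiterGlo, 10 min ambient) reporting growth of fusion-defective ts yeast after 48 hours at 37C on glycerol/ethanol YPEG medium in the presence of compound.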
uPA surface inh: inhibitors of cell surface uPA generation | Potency, µM (titrated, usually from 38.3 µM), for inactives: top-dose activity change, negative = inhibition, usual class: inhibitors | 0.31% of 330,000 active | cell surface uPA generation assay, qHTS | AID 540303; active = well fitted inhibition curve with a large enough effect; inconclusive = small, poorly fitted or top-dose-only effect; inactive = no such curve, though single readings can be large or run the other way; tested in mouse RAW 264.7 cells; note: potency is the fitted concentration of half-maximal effect; % is set by controls: 0 for no effect and ±100 for the full control effect; nearly all actives have a fitted effect of over 55% in size
Tb PFK inh: inhibitors of T. brucei phosphofructokinase; O15648; Potency, µM (top dose mostly 57.5 µM), inactives show at the top dose activity, negative = inhibition, usual class: inhibitors; T. brucei PFK, ADP-Glo luminescence; 0.17% of 330,000 active;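 note: potency is the fitted concentration of half-maximal effect; 0% = uninhibited 1x PFK enzyme wells and -100% = no-enzyme wells; nearly all actives have a fitted effect of over 60% in size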
Target sequence (O15648 whole entry, looked up): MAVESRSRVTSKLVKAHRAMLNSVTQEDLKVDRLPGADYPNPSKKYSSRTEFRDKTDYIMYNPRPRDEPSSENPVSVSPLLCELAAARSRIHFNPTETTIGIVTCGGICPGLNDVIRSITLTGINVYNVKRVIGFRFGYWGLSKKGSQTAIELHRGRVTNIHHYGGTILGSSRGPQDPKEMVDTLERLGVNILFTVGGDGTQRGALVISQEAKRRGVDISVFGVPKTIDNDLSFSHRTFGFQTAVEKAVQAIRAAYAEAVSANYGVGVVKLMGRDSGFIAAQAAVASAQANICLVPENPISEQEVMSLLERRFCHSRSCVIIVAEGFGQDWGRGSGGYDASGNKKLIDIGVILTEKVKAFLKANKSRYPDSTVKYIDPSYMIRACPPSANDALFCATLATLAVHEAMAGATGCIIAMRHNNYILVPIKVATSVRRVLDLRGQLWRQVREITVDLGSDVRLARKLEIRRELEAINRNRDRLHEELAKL
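In TEA buffer at pH 8.0 with 5 mM MgCl2, enzyme (1.25 nM) converted F6P (0.5 mM) and ATP (0.1 mM) for 45 min at room temperature. ADP product was read by luciferase luminescence.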
An asterisk follows results filed as active; ? = inconclusive; . = not tested or not shown; [ ] = remark or other dose. Unless noted, calls come from the whole dose curve; as a rule, active = well fitted curve in the direction sought with a large enough effect; inconclusive = small, poorly fitted or top-dose-only effect, or another doubt; inactive = no such curve, though single readings can be large; an effect the other way counts as inactive or inconclusive.

SMILES	TCR activator	Chronic BCR inh	Eya2 phos inh	ELG1 repair inh	TSHR antag	USP2a block	B2AR arrestin	PTAP TSG101 blk	Mito fusion yeast	uPA surface inh	Tb PFK inh
CC(C)[C@H](NS(=O)(=O)c1ccccc1)C(=O)OCC(=O)Nc1cccc(S(N)(=O)=O)c1	-16%	0%	-10%	4%	6	5%	0.1%	-3%	.	2%	2%
Cc1ccc(C(=O)NC(C)c2nc3ccccc3n2CC(=O)Nc2c(C)cc(C)cc2C)cc1 (configuration not stated)	.	4%	-7%	1%	-5	3%	0.1%	.	-9%	.	-6%
O=C(O)CCCN1C(=O)C2C3c4ccccc4C(c4ccccc43)[C@@H]2C1=O (some centres not stated)	-8%	1%	3%	-3%	7	2%	0.3%	-2%	2%	0%	-1%
OC(CNCCC1C=Nc2ccccc21)Cn1c2ccc(Cl)cc2c2cc(Cl)ccc21 (configuration not stated)	0%[46.1 µM]	?	-19%	?	5	?	-2.7%	-1%	-42%[inhibitor]	-7%	7%
Cc1noc(/C=C/c2cccnc2)c1[N+](=O)[O-]	-2%	?	4%	?	17	3%	-0.2%	-7%	-39%[inhibitor]	7.9µM*	13%
CCOc1ccc(NC(=S)NCc2ccco2)cc1	-5%	2%	-7%	28%	9	2%	0.0%	0%	1%	5%	-2%
COc1cc(CN2CCC(C(=O)NC3CCCC3)CC2)cc(OC)c1O	-8%	-7%	-2%	-9%	-2	2%	-0.9%	-6%	3%	3%	-2%
COCCNC(=O)c1cc(-c2cccs2)on1	8%	?	-23%	?	4	1%	3.6%	-6%	-7%	?	-3%
CCCCN(CC)CCCNC(=O)c1cc2cc3ccc(C)cc3nc2o1	0%	2%	?	-3%	-4	-7%	0.2%	-4%	-17%	-1%	2%
O=C(c1cc2cc(Br)ccc2oc1=O)N1CCCC1	4%	?	-25%	-5%	-7	2%	0.0%	-6%	1%	.	-3%
Cc1ccc(NC(=O)CSc2sc3c(O)cc(=O)[nH]c3c2C#N)cc1C	4%	1%	-1%	2%	2	3%	0.2%	-8%	-7%	2%	2%
Cc1cc(=O)n2nc(N3CCCC(C(=O)NCCc4ccc(Cl)cc4)C3)sc2n1 (configuration not stated)	0%	-1%	-18%	-27%	-4	-1%	-0.6%	-9%	-5%	6%	-1%
COCc1cc(C)nc(OCC(=O)N/N=C/c2ccc(C)cc2)c1C#N	-4%	7%	-1%	-25%	9	-1%	-0.2%	1%	0%	-23%	-19%
O=C(N/N=C/c1ccc2c(c1)OCO2)c1ccc(Br)o1	-3%[46.1 µM]	?	5%	?	1	-1%	-0.2%	-4%	3%	-6%	?
O=C(CN1C(=O)c2ccccc2C1=O)NC1CCCCCC1	4%	3%	1%	-1%	-8	-1%	-0.7%	-7%	-3%	3%	0%
O=C(COC(=O)CNS(=O)(=O)c1cccc(Br)c1)NC(=O)Nc1ccc2c(c1)OCCO2	0%[46.1 µM]	-4%	-2%	?	-9	6%	-0.6%	1%	-2%	5%	-3%
CCOC(=O)c1c(C2CC2)csc1NC(=O)COC(=O)CCS(=O)(=O)c1ccc(C)cc1	2%[46.1 µM]	?	1%	18%	-9	4%	-2.8%	-1%	2%	-14%	0%
Cc1c(/C=N/N2C(=O)C3C4C=CC(C4)C3C2=O)c2ccccc2n1C (configuration not stated)	0%[46.1 µM]	?	8%	1%	-3	3%	-2.1%	-1%	-1%	8%	0%
CC(=O)C1=C(O)C(=O)N(CCc2c[nH]c3ccccc23)C1c1ccc(C)cc1 (configuration not stated)	1%	-2%	-5%	2%	-6	-1%	0.0%	1%	-3%	17%	3%
O=C(NC1CCCCC1)N(CCN1CCCC1)Cc1cc2cc3c(cc2[nH]c1=O)OCCO3	-22%	-18%	0%	20%	6	2%	0.1%	0%	-2%	-3%	-3%
CCN(CC)c1ccc(N2C(=O)/C(=C/c3cccs3)SC2=S)cc1	-2%	1%	7%	0%	-2	0%	-0.5%	-5%	-1%	2%	2%
O=C(NC1CCCC1)C1CC(O)CN1C(=O)Nc1ccccc1 (configuration not stated)	0%	-5%	-11%	9%	-2	-5%	0.1%	-3%	-2%	3%	-7%
CSc1nc2c(c(=O)[nH]1)C(c1cccc(Cl)c1Cl)CC(=O)N2 (configuration not stated)	2%	1%	-9%	1%	3	1%	0.0%	-1%	1%	0%	-1%
CC(OC(=O)c1cccnc1)C(=O)Nc1ccc2c(c1)OCO2 (configuration not stated)	-2%	-3%	5%	5%	7	0%	0.2%	-2%	-2%	14%	-1%
CCOC(=O)c1c(NC(=O)c2ccc(S(=O)(=O)N3CCOCC3)cc2)sc2c1CC(C)(C)NC2(C)C	3%	0%	5%	2%	-6	1%	-0.8%	-4%	-2%	-5%	2%
COc1cc(NC(=O)CSc2nnnn2Cc2ccccc2)cc(OC)c1	-6%	-7%	-10%	0%	2	1%	-0.7%	-3%	-4%	4%	2%
CN(C)S(=O)(=O)c1cccc(C(=O)NCC(=O)NC2CCN(Cc3ccccc3)CC2)c1	12%	-1%	16%	5%	44	2%	0.5%	-3%	9%	0%	-3%
O=C(CCCOc1ccccc1)n1nnc2ccccc21	.	0%	-1%	0%	5	2%	-0.1%	-3%	-1%	4%	1%
Cn1ccsc1=NC(=O)c1ccc(S(=O)(=O)C(F)F)cc1	0%	-6%	9%	?	-1	2%	0.0%	-1%	7%	0%	1%
CCOC(=O)c1[nH]c2ccc(OC)cc2c1NC(=S)N1CCN(c2ccccn2)CC1	3%	9%	-8%	?	-10	-1%	0.2%	-3%	8%	7%	-5%
Cc1ccc(CSC2=Nc3ccccc3C3=NC(CC(=O)NCc4ccco4)C(=O)N23)cc1 (configuration not stated)	-5%	?	-37%	?	-13	?	7.6%	-3%	14%	-4%	17%
CCOC(=O)C1CCN(C(c2cc3ccc(C)cc3[nH]c2=O)c2nnnn2C2CCCCC2)CC1 (configuration not stated)	-4%	2%	-6%	-1%	-5	1%	2.0%	-6%	-1%	.	-3%
CCOc1ccc(OCc2ccc(C(=O)NCC3CCCO3)o2)cc1 (configuration not stated)	-4%	-2%	-2%	2%	1	1%	-0.4%	-8%	-5%	14%	-1%
COc1ccc(CN2C(=O)[C@@H]3C(c4ccccc4Cl)=NO[C@@H]3C2=O)cc1	1%	2%	-7%	7%	1	2%	-0.9%	-4%	-4%	-2%	-1%
CC1(C)CC(=O)C(C=NCCN2CCN(C(=O)CC3CCCC3)CC2)=C(O)C1	-4%	-13%	3%	0%	-8	-1%	-1.6%	-1%	-4%	-6%	4%
CC1CCN(c2c(NCc3ccc(C(=O)N4CCc5ccccc54)cc3)c(=O)c2=O)CC1	-1%	-17%	1%	?	6	-7%	0.1%	0%	-1%	2%	2%
COc1cc(C(=O)Nc2nc3ccc(C)cc3s2)ccc1OCc1c(C)noc1C	-5%	-1%	2%	?	33	1%	-0.2%	-8%	4%	-1%	1%
COC(=O)[C@]1(C)N[C@H](CN(C)S(=O)(=O)c2ccc(OC(F)(F)F)cc2)[C@@H]2C(=O)N(C)C(=O)[C@@H]21	1%	1%	-1%	0%	-11	-2%	-0.1%	-2%	.	5%	0%
COc1ccc2c(c1)c1ncn(CC3CCCO3)c(=O)c1n2C (configuration not stated)	5%	4%	11%	0%	-8	0%	0.5%	-1%	3%	-7%	-5%
COCCNC(=O)/C(C#N)=C/c1cccc(OCc2ccccc2)c1	2%	?	-13%	13%	0	0%	-0.9%	-4%	9%	0%	2%
COc1ccc(C(=O)Nc2c(C)cc(C)cc2C)cc1OC	4%	?	-7%	11%	11	0%	0.0%	-2%	-2%	-6%	-5%
CS(=O)(=O)c1cccc(NC(=O)c2ccc(Cl)c(Cl)c2)c1	-6%	?	0%	4%	-9	3%	-1.7%	-1%	0%	-7%	-24%
CCOC(=O)C(C(=O)Nc1cccc(C)c1)C1CCCCC1 (configuration not stated)	-2%	7%	0%	-5%	-8	-1%	0.1%	-5%	-4%	-4%	-5%

No enrichment for hits. About 3% of those tested had a hit in this group.
